From PubChem
KinaseGlo FLuc: Kinase-Glo luciferase inhibition (counter-screen) | Q27757 | Kinase-Glo luciferase, ATP luminescence, 8 min | Potency, µM (highest dose often 38.3 µM), inactives show top-dose activity change, negative = inhibition, usual class: inhibitors | 0.28% of 200,000 active | AID 1379; note: potency is the fitted concentration of half-maximal effect; % is set by controls: 0 for no effect and ±100 for the full control effect; nearly all actives have a fitted effect of over 60% in size
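Inhibition of Kinase-Glo luciferase light generation was assessed at 10 uM ATP in pH 7.2 imidazole buffer, with luminescence measured after eight minutes at ambient temperature.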
Lamin A splicing: modulators of lamin A splicing; HeLa LMNA splicing GFP/RFP minigene ratio, 48 h; Potency, µM (doses to about 46.1 µM), for the others: at the top dose ratio change, negative = inhibition, usual class: inhibitors; 0.01% of 200,000 active; AID 1487; active = well fitted inhibition curve with a large enough effect in the signal ratio, with a control signal flat, not every such curve was filed as active; inconclusive = small, poorly fitted or top-dose-only effect, or effect the other way, or a change in a side signal; the % refers to the signal ratio; note: potency is the fitted concentration of half-maximal effect; % is set by controls: 0 for no effect and ±100 for the full control effect
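S3 HeLa stable clones carrying a lamin A-EGFP splicing minigene plus DsRed2 were seeded at 600 cells/well in Opti-MEM with 2% FBS, pin-dosed and incubated 48 h at 37°C. Acumen cytometry (488 nm) gave the GFP/RFP total-intensity ratio.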
SMN2 splice up: enhancers of SMN2 splice variant expression. 2.8% of 210,000 active. AID 1458. HEK293 SMN2-luciferase splicing reporter, luminescence, 30-36 h. Potency, µM (highest dose often 46.1 µM), for inactives: top-dose activity change, positive = activation, actives largely listed as activators; note: potency is the fitted concentration of half-maximal effect; % of control where 0% means no effect; nearly all actives have a fitted effect of over 55% in size
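HEK293 cells carry an SMN2 […]–luciferase reporter in which exon 7 inclusion puts luciferase in frame. Cells were plated 10-12 h before compound addition, then incubated 30-36 h at 37C. ONE-Glo luminescence was read; sodium butyrate at 4.5 mM final served as control.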
CBFb RUNX1 block: blocks binding between human CBF-beta and RUNX1. 230,000 tested, under 10 active. Potency, µM (series often up to 59.8 µM), for the others: top-dose activity, negative = inhibition, hits mostly inhibitors. Q01196+Q13951. AlphaScreen CBFb-His/RUNX1-biotin binding, biochemical. AID 1477; note: % of control where 0% means no effect
Target sequence (Q01196 whole entry, looked up): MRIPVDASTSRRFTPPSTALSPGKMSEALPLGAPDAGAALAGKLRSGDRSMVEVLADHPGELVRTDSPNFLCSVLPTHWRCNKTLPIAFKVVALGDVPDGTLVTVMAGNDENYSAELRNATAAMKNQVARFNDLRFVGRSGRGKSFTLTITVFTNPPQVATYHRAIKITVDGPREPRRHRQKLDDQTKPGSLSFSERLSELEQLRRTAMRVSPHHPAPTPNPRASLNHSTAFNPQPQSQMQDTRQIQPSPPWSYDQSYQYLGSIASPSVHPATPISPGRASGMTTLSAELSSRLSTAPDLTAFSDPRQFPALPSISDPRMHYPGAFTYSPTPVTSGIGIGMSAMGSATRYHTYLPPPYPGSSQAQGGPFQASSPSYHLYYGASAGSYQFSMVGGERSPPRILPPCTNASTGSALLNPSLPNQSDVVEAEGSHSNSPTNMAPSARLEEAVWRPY
Target sequence (Q13951 whole entry, looked up): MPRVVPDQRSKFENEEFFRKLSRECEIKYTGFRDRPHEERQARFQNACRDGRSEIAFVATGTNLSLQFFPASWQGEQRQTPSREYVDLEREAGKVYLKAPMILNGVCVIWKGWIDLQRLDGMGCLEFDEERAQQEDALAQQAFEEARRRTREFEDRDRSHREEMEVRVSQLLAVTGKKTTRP
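Read-out: AlphaScreen. Format: His-CBF-beta with biotinylated RUNX1 (30 nM each) preincubated 20 min, compound 15 min, Ni-chelate plus streptavidin beads 90 min; room temperature throughout.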
IMPase Li cell: IMPase inhibition in cells with lithium potentiation. CHO-M1 cells, IP1 TR-FRET (IP-One), carbachol + lithium. Potency, µM (doses to about 59.4 µM), for the others: top-dose activity, negative = IMPase inhibition, hits mostly inhibitors. 0.35% of 210,000 active. AID 1457;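 note: IP1 builds up when IMPase is blocked and the TR-FRET signal falls; potency is the fitted concentration of half-maximal effect; plate controls were basal vehicle for no effect and high inhibitor control for full effect; nearly all actives have a fitted effect of over 50% in size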
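Concentration–response in CHO-M1 cells, lithium-potentiated; 30 min at 37C. IP1 detected by competitive TR-FRET after 10 min lysis at RT. Hill-fitted AC50.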
HTT ATP protect: protects HTT-Q103 PC12 cells, measured by ATP; PC12 HTT-Q103 induced, cytoprotection, ATP luminescence, 40 h; Potency, µM (highest dose often 56.4 µM), for inactives: cytoprotection (ATP increase), actives largely listed as activators; 0.14% of 230,000 active;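 note: potency is the fitted concentration of half-maximal effect; % of control where 0% means no effect; nearly all actives have a fitted effect of over 45% in size; toxic huntingtin expression switched on by the ecdysone agonist tebufenozide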
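Compounds added alongside 100 nM tebufenozide, which induces toxic Q103 huntingtin exon 1-GFP in stable PC12 cells; surviving cells quantified by luminescent ATP measurement. Medium: phenol red-free DMEM, 5% equine and 5% calf serum.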
HTT aggregate: reduces HttQ103-GFP aggregates in PC12 cells. PC12 HttQ103-GFP aggregates, Acumen cytometry, 40 h. Potency, µM (doses to about 46.1 µM), without a hit: at the top dose activity change, negative = inhibition, usual class: inhibitors. 1.1% of 220,000 active. AID 1688; note: potency is the fitted concentration of half-maximal effect; % is set by controls: 0 for no effect and ±100 for the full control effect; nearly all actives have a fitted effect of over 60% in size
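Aggregates are detected as GFP objects 1–25 µm with signal 6 STDEV over background in lysates of induced PC12 cells. These carry Huntingtin exon 1 with 103 glutamines fused to GFP under an ecdysone promoter; compounds titrated.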
Numbers without * were called inactive; ? = inconclusive; · = not tested or not shown; [ ] = dose if it differs, or a comment. Unless noted, calls come from the whole dose curve; as a rule, active = well fitted curve in the direction sought with a large enough effect; inconclusive = small, poorly fitted or top-dose-only effect, or another doubt; inactive = no such curve, though single readings can be large; an effect the other way counts as inactive or inconclusive.

Values run as follows: KinaseGlo FLuc	Lamin A splicing	SMN2 splice up	CBFb RUNX1 block	IMPase Li cell	HTT ATP protect	HTT aggregate
> Cc1cccc(-n2nc(C(=O)c3ccco3)cc(-c3nc4ccccc4[nH]3)c2=N)c1
→ -6%	7%	-99%[inhibitor]	?	16%	·	1%
> COCCN1C(=O)N[C@@H](c2ccccc2)[C@H](C(=O)OC)[C@H]1C
→ -6%[7.66 µM]	-11%[9.22 µM]	-4%[9.22 µM]	4%[13.1 µM]	10%	?	·
> C=CCNC(=O)C12CCC(C)(C(=O)C1Br)C2(C)C (stereo not given)
→ 0%	2%	-8%	1%	-1%	0%[10 µM]	-3%
> COc1ccc(/C=N/NC(=O)CCn2nc(C)cc2C)cc1
→ ·	·	·	-1%	·	4%[10 µM]	-13%[9.22 µM]
> CC1CCc2c(C(=O)N3CCN(S(=O)(=O)c4cccs4)CC3)csc2C1 (stereo not given)
→ 5%	-23%	-4%	7%	13%	2%[10 µM]	-3%
> COc1ccccc1NS(=O)(=O)c1ccc(NC(C)=O)cc1
→ 0%	0%	-2%	-1%	0%[38.3 µM]	-23%	?
> COc1ccc(/C=C/C(=O)Nc2ccccc2C(=O)N2CCCC2)cc1
→ 2%	14%	8%	-1%	12%[38.3 µM]	-34%	4%
> CCN(C(=O)CSc1nc2nc(C)cc(C)n2n1)c1ccccc1
→ -3%	-7%	?	6%	28%[38.3 µM]	-12%[10 µM]	9%
> CCOc1ccc(-n2c(=O)c3sccc3n(CC(=O)NCc3ccco3)c2=O)cc1
→ -2%	-6%	-1%	1%	-4%[38.3 µM]	-4%	4%
> N#CC1(Cc2ccccc2Cl)c2ccccc2C=CN1C(=O)c1ccccc1 (stereo not given)
→ -3%	-7%	-20%	-2%	25%[38.3 µM]	-1%	-21%
> C=CCN1C(=O)C2(c3ccccc31)C1CCCC=C1C(C#N)=C(N)C2(C#N)C#N (stereo not given)
→ 3%	-8%	-11%	-10%	4%	12%[10 µM]	3%
> CCCN(CC1CC1)C(=S)Nc1ccc(Oc2ccccc2)cc1
→ 3%	?	15%	-4%	16%	6%[10 µM]	17%
> Cc1cc(C)cc(N2C(=O)CN(Cc3sccc3C)C2=S)c1
→ 1%	?	-10%	13%	3%	15%[10 µM]	16%
> Cc1nc2ccc(C(=O)N3c4ccccc4CC3C)cc2s1 (stereo not given)
→ -2%	15%[46 µM]	28%	-3%	15%	-29%[10 µM]	-11%
> COc1ccccc1CNS(=O)(=O)c1cc(C)ccc1OC
→ 3%	6%	23%	5%	5%[38.3 µM]	2%	-6%
> Cn1c(-c2cc(Br)ccc2O)n[nH]c1=S
→ 1%	9%	19%	1%	23%[38.3 µM]	-6%	21%
> COC(=O)CCNC(=O)Cn1cnc2sc3c(c2c1=O)CCCC3
→ 0%	·	-13%	-2%	-11%	0%	-15%
> Cc1noc(-c2ccc(Cl)cc2)c1C(=O)O/N=C(\N)c1ccc(C(C)(C)C)cc1
→ ·	·	·	14%	·	-16%[10 µM]	-14%[9.22 µM]
> NCC[C@H](O)C(=O)N[C@H]1C[C@@H](N)[C@@H](O[C@H]2O[C@@H](CN)[C@@H](O)[C@@H](O)[C@@H]2O)[C@@H](O)[C@@H]1O[C@H]1O[C@@H](CO)[C@@H](O)[C@@H](N)[C@@H]1O
→ 1%[17.1 µM]	?	-1%[20.6 µM]	12%[21.7 µM]	-2%	-2%[40.3 µM]	·
> COc1ccc(CCNC(=O)CNS(=O)(=O)c2ccc(Br)s2)cc1OC
→ -1%	3%	-6%	-1%	4%[38.3 µM]	7%	-18%
> O=C(COC(=O)C1c2ccccc2Oc2ccccc21)NC1CCS(=O)(=O)C1 (stereo not given)
→ -1%	6%	10%	-2%	11%[38.3 µM]	5%[10 µM]	1%
> COc1ccc(-c2cc(C(=O)Nc3c(C)nn(Cc4ccccc4Cl)c3C)no2)cc1OC
→ 0%	18%	-10%	3%	-10%[38.3 µM]	-37%	-1%
> c1ccc(CNc2nc3ccccc3n3cnnc23)cc1
→ -2%	16%	-7%	-3%	?	-33%	-24%
> COc1ccc(OCC(=O)Nc2ccc(N3CCOCC3)cc2)c([N+](=O)[O-])c1
→ 0%	·	-14%	-17%	0%	-23%	-12%
> Cc1ccc(NC(=O)CC(NCC2CCCO2)C(=O)O)cc1C (stereo not given)
→ -1%	·	-12%	-5%	-8%	-15%	5%
> COc1ccc(-c2cc(C(F)(F)F)nc(SCC(=O)Nc3ccc4c(c3)OCO4)n2)cc1OC
→ 2%	-2%	2%	13%	-5%	8%[10 µM]	-8%
> Cc1ccc(C(=O)CSc2nc3ccccc3c(=O)[nH]2)cc1C
→ 1%	·	·	3%	8%	5%[10 µM]	0%[9.22 µM]
> CN(C)CC(C)(C)CNC(=O)C1CCN(Cc2ccccc2O)CC1
→ 0%	0%	-9%	10%	-28%[38.3 µM]	20%[10 µM]	13%
> COc1ccc2[nH]cc(C(=O)CCl)c2c1
→ ·	?	·	0%	·	-14%[10 µM]	-44%[9.22 µM]
> Clc1ccc(-n2nnnc2CN2CCOCC2)cc1Cl
→ -1%	-10%	3%	4%	0%	21%[10 µM]	-5%
> Cn1c2ccccc2c2cc([N+](=O)[O-])ccc21
→ ·	·	·	8%	·	24%[10 µM]	23%[9.22 µM]
> O=C(CCN1CCCCC1)N/N=C/c1ccc(Br)cc1
→ 1%	-9%	20%	1%	4%	17%[0.074 µM]	-10%
> CCCCc1c(C)nc2ccc(Br)cc2c1SC(N)N
→ -3%	11%[46 µM]	·	3%	-10%	-6%[10 µM]	-11%[9.22 µM]
> Cc1nc(NC(=O)c2cccnc2)ccc1Br
→ -4%	-12%	0%	5%	24%[38.3 µM]	-23%[0.074 µM]	-1%
> CN1CCN(CC(=O)N/N=C/c2ccc(F)c(F)c2)CC1
→ -2%	-8%	6%	0%	0%	·	-4%
> CCOc1ccc(NC(=O)CSC2=C(C#N)C(c3ccc4c(c3)OCO4)CC(=O)N2)cc1 (stereo not given)
→ -5%	5%	0%	-2%	27%[38.3 µM]	-60%[inhibitor]	5%
> O=C(CSc1nc2ccccc2o1)c1cc2ccccc2oc1=O
→ -1%	-14%	9%	-23%	9%	18%[10 µM]	-20%
> CCOC(=O)N1CCN(S(=O)(=O)c2cccs2)CC1
→ 0%	7%	9%	9%	22%[38.3 µM]	-17%[0.074 µM]	0%
> COc1cccc(CS(=O)(=O)c2ccccc2)c1
→ -5%	·	14%	-14%	5%	?	·
> O=C(Nc1ccc(N2CCN(C(=O)c3ccccc3)CC2)cc1)c1ccc(Br)o1
→ 0%	-22%	-14%	-7%	43%[activator][38.3 µM]	1%[0.074 µM]	?
> O=C(O)C1C2C=CC(C3CC23)C1C(=O)O (stereo not given)
→ 4%	-2%	-14%	-7%	5%	34%[10 µM]	3%
> Cc1cc2oc(C(=O)N(Cc3ccccc3)c3ccccn3)cc(=O)c2cc1Cl
→ ·	·	·	-1%	·	1%[10 µM]	-10%[9.22 µM]
> COc1ccccc1-c1coc2cc(OC(=O)N3CCOCC3)ccc2c1=O
→ ·	·	·	16%	·	22%[10 µM]	-18%[9.22 µM]
> Cc1ccc(-c2cn(S(=O)(=O)c3cccc4nsnc34)nc2N)cc1
→ 0%	?	-15%	-16%	-1%[38.3 µM]	-40%[inhibitor]	-11%
> COc1ccc(C2NC(Cc3ccccc3)(C(=O)O)C3C(=O)N(c4ccccc4OC)C(=O)C23)cc1 (stereo not given)
→ 2%	8%[46 µM]	-65%[inhibitor]	1%	-6%	22%	-6%
> CSc1ccc(Cn2nnc(C(=O)Nc3ccc(C)c(C)c3)c2N)cc1
→ 0%	1%	-4%	-1%	0%[38.3 µM]	9%	0%
> COc1ccc(OC)c(C(=O)CN2C(=O)NC(C)(c3ccccc3)C2=O)c1 (stereo not given)
→ 1%	12%	-9%	0%	5%[38.3 µM]	-9%	15%
> CCOc1ccc2[nH]c(=O)c(CN(CCO)Cc3nnnn3CCc3ccccc3)cc2c1
→ -4%	3%	?	0%	7%[38.3 µM]	9%[10 µM]	26%
> O=C(CCCn1cnc([N+](=O)[O-])n1)Nc1ccc(Cl)cc1Cl
→ 4%	-8%	-3%	-9%	8%	0%[10 µM]	-20%
> CC(=O)n1c(C=Nc2ccccc2)c(O)c2ccccc21
→ ·	·	·	-12%	18%	-29%	3%
> CCOC(=O)NC1(NCc2ccccc2)Oc2ccccc2O1
→ 2%	?	-8%	-15%	-7%	-33%[10 µM]	-22%
> COc1ccccc1NC(=S)N1CCc2cc(OC)c(OC)cc2C1
→ -5%	-10%	-3%	14%	-3%	-11%[10 µM]	-8%
> Cc1ccc(S(=O)(=O)ON=C2CCN(S(=O)(=O)c3ccccc3)CC2)cc1
→ -1%	-12%	-6%	-3%	-8%[38.3 µM]	-7%	3%

No enrichment for hits, and some 4% of all compounds hit somewhere here.
